Rpn11 block: Rpn11 (human) deubiquitinase inhibition; O00487; human 26S proteasome, Ub4-pepOG fluorescence polarization; 20S core pre-blocked with epoxomicin; calls only at 20 µM; actives 0.59% (n = 360,000); AID 588493;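 active means inhibition at 20 µM, scaled to each plate's controls, above about 33%, limit read from the data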
Scp1 inh: blocks human Scp-1 phosphatase activity; actives 0.88% (n = 340,000); Q9GZU7; AID 493091; Recombinant Scp1, phosphopeptide, malachite green phosphate absorbance; inhibition, % at 20 µM;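 active means inhibition above about 50% at 20 µM, limit read from the data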;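 further: plate controls were DMSO wells with enzyme for no effect and wells lacking enzyme for full effect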
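Test system: SCP-1 phosphatase catalytic domain, residues 76-261; measured by: colorimetric phosphate reagent with accelerator and stabiliser, absorbance at 630 nm; timing: enzyme reaction 45 min at room temperature, colour 5 min, stabilisation 30 min; also added: Phosphorylated 17-residue peptide substrate; compound dosing: one concentration, 20 µM, with 1.0% DMSO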
SUMO1 PPI mod: modulators of human SUMO1-mediated protein-protein interactions | P63165 | SUMO1 binding to a labelled peptide, TR-FRET, 1 h | inhibition, % at 20 µM | actives 0.33% (n = 360,000); in the data active means inhibition above about 37%
Target sequence (P63165 whole entry, looked up): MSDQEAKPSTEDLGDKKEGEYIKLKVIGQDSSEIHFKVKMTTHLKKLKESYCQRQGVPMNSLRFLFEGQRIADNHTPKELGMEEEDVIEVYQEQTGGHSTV
Tb MetRS inh: blocks T. brucei methionyl-tRNA synthetase activity; purified T. brucei MetRS, ATP depletion, Kinase-Glo luminescence; actives 0.4% (n = 360,000); AID 624268; inhibition, % at 11.9 µM;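 active means inhibition above a per-plate cutoff of the control wells' mean inhibition plus 3 SD, cut at about 5.5% in these data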;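 further: 0% = DMSO wells median and 100% = median of wells with control inhibitor compound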
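Measured by: Kinase-Glo luciferase luminescence reporting remaining unconsumed ATP. Material: purified T. brucei MetRS enzyme. Doses: 11.9 µM compound single dose, 0.9% DMSO. Medium: HEPES buffer containing pyrophosphatase, BSA, spermine, DTT. Times: 15 min preincubation, 2 h reaction, all 25 °C. Reagent: methionine, ATP and bulk E. coli tRNA.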
MsrA inh: inhibitors of bovine MsrA | purified bovine MsrA, absorbance read-out | actives 0.75% (n = 360,000) | AID 651718 | inhibition, % at 15.5 µM; in the data active means inhibition above about 4.5%;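 further: 0% = vehicle wells with enzyme and 100% = reference inhibitor wells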
CSN inh: CSN deneddylation inhibition. Q92905. actives 0.38% (n = 360,000). Purified CSN, SCF-Nedd8-OG deneddylation, fluorescence polarization. AID 651999. inhibition, % at 12.5 µM;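 active means pattern-corrected inhibition above about 35%, with an unprinted fluorescence ratio check between 0.5 and 1.5, limit read from the data, passing the limit was not always enough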;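 further: 0% = enzyme with substrate and 100% = substrate without enzyme; some results filed as inactive read as strong as hits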
Target sequence (Q92905 whole entry, looked up, one chain of several): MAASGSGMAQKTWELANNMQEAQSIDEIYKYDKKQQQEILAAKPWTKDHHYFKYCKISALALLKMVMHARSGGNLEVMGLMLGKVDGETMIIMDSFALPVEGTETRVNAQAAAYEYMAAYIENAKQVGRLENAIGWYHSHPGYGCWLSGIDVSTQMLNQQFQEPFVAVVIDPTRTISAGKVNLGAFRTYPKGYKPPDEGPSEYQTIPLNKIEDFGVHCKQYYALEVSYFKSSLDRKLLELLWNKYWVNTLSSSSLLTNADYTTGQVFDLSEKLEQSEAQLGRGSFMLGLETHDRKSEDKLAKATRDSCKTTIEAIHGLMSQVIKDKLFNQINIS
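Assay system: purified human Csn5 enzyme expressed in HEK293T cells; Input: 0.24 nM Csn5 enzyme, final concentration; Reagent: 10 nM SCFSkp2-Nedd8OG; Compound dosing: 12.5 µM single point; Times: reaction 90 min, room temperature; Technique: fluorescence polarization readout.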
NadD inh: inhibitors of Staphylococcus aureus NadD; purified NadD enzyme, colorimetric absorbance read-out; inhibition, % at 20 µM; actives 0.78% (n = 360,000); in the data active means inhibition above about 26%; further: some compounds past the cut are filed as inactive
STEP block: blocks human striatal-enriched tyrosine phosphatase; P54829; recombinant STEP, OMFP fluorogenic substrate, fluorescence; inhibition, % at 20 µM; actives 0.25% (n = 360,000);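 active means inhibition at 20 µM, scaled per plate between control wells, above about 37%, limit read from the data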;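 further: 0% = DMSO with enzyme and substrate and 100% = substrate only without enzyme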
Target sequence (P54829 whole entry, looked up): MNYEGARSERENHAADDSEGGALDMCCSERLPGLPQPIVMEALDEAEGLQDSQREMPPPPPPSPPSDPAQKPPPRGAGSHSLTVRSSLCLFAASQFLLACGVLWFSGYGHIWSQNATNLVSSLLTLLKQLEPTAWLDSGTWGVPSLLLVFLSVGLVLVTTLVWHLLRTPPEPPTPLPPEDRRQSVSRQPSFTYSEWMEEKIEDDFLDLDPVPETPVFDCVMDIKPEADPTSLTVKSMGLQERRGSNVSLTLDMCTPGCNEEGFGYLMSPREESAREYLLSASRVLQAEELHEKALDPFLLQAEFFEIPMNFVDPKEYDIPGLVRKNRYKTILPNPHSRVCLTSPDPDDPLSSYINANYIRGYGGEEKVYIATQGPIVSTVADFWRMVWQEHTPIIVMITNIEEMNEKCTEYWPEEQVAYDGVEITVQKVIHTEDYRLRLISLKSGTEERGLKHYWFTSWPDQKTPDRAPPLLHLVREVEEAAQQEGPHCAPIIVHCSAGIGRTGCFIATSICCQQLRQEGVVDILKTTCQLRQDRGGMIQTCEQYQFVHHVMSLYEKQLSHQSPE
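Test system: STEP tyrosine phosphatase / Reagent: OMFP at 25 µM / Doses: 20 µM, 1% DMSO / Read-out: percent inhibition scaled to no-enzyme and uninhibited-enzyme controls, plate-pattern corrected / Detection: FITC-channel fluorescence of OMFP product / Medium: Bis-Tris buffer pH 6.0, 2.5 mM DTT, 0.005% Tween 20 / Schedule: 20 min at room temperature, dark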
LMPTP inh: LMPTP (human) inhibition | AID 651560 | actives 0.22% (n = 360,000) | inhibition, % at 20 µM | recombinant LMPTP-A, OMFP fluorogenic substrate, fluorescence intensity;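 active means compounds that cut the enzyme signal by at least half of the control window in the single-dose screen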;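 further: plate controls were DMSO wells with enzyme plus substrate for no effect and substrate without enzyme for full effect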
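Assay system: LMPTP-A, protein tyrosine phosphatase of low molecular weight / Medium: pH 6.0 Bis-Tris buffer with DTT and Triton X-100 / Schedule: 50 min enzyme reaction at room temperature, protected from light / Measured by: endpoint fluorescence intensity from OMFP dephosphorylation / Read-out basis: % inhibition relative to no-enzyme and uninhibited control wells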
DNMT1 inh: inhibitors of human DNMT1; actives 0.83% (n = 360,000); P26358; inhibition (reported as % activation of signal), % at 10 µM; DNMT1 molecular beacon, Hinp1I cleavage, fluorescence; in the data active means inhibition above about 50%
An asterisk follows results filed as active; i = inactive; · = not tested or not shown.

| Rpn11 block | Scp1 inh | SUMO1 PPI mod | Tb MetRS inh | MsrA inh | CSN inh | NadD inh | STEP block | LMPTP inh | DNMT1 inh | Compound |
| --- | --- | --- | --- | --- | --- | --- | --- | --- | --- | --- |
| i | -5 | 7 | -0.2 | -0.3 | 1 | 1 | 1 | -3.2 | 3 | O=C(CSc1nc2c(cnn2-c2cccc(Cl)c2)c(=O)[nH]1)NCC1CCCO1 (stereo not drawn) |
| i | -2 | -2 | -1.1 | 0.0 | 5 | -2 | 1 | 0.7 | -4 | COc1ccc(NC(=O)CN2CCN(c3nc(-c4cccc(OC)c4)cs3)CC2)cc1 |
| i | 11 | -22 | -0.6 | 2.6 | 1 | -3 | 0 | 1.7 | 2 | NC(=S)N/N=C/c1c(O)ccc2ccccc12 |
| i | 2 | -9 | -0.1 | 4.2 | -5 | 3 | -2 | -0.5 | 3 | CCN(C(=O)CSc1nnc2c3ccccc3n(CC)c2n1)C1CCS(=O)(=O)C1 (stereo not drawn) |
| i | -5 | 0 | 3.6 | 0.4 | 1 | -2 | 0 | 1.0 | 2 | O=C(CCCOc1ccc(Cl)cc1Cl)NCCc1ccccn1 |
| i | -11 | 6 | -1.1 | 0.5 | -2 | -1 | 0 | -1.4 | -2 | COc1ccc(S(=O)(=O)n2c(CCN3CCOCC3)nc3ccccc32)cc1 |
| i | -5 | -2 | 0.2 | 1.2 | -2 | 1 | 2 | 1.6 | -2 | Nc1nccc(-c2ccc(-n3cnc4ccccc43)cc2)n1 |
| i | -9 | -1 | -0.2 | -0.8 | 0 | 6 | 0 | -1.6 | 1 | CC(=O)Nc1ccc(S(=O)(=O)N(C)CC(=O)NCCOc2ccccc2)cc1 |
| i | -4 | -3 | 0.8 | 1.1 | -1 | 2 | 2 | -1.6 | -3 | COc1ccc(OC)c(S(=O)(=O)Nc2cccc(-c3ccc4nncn4n3)c2)c1 |
| i | -5 | 4 | -0.5 | -0.2 | 4 | -1 | 1 | -1.3 | 1 | Cc1ccc(NC(=O)c2ccc(S(=O)(=O)N3CCCC3)cc2)nc1 |
| i | 1 | -21 | -0.6 | 1.2 | 1 | -4 | -4 | -1.1 | 3 | CC(=O)c1ccc(-c2nnc(CCC(=O)N(C)Cc3c(C)nc4ccccn34)o2)s1 |
| i | -8 | 0 | 0.3 | -0.5 | -1 | 8 | 2 | 2.8 | 7 | CCCCOC(=O)n1c(=O)oc2cc(S(=O)(=O)N3CCCCC3)ccc21 |
| i | -4 | -7 | -0.7 | 3.0 | 7 | 5 | 3 | -1.3 | -6 | CCOc1ccc2c(c1)C(c1ccc(C)cc1)=NNC(c1ccc(C)cc1)=N2 |
| i | -8 | -1 | -0.6 | 0.2 | 8 | 4 | 1 | -0.6 | -2 | Cc1ccc(NC(=O)NC2C(NC(=O)Nc3ccc(C)cc3)N(C)C(=O)N2C)cc1 (stereo not drawn) |
| i | · | 5 | -0.3 | 1.2 | -1 | 25 | 1 | 0.7 | 3 | Cc1ccc(S(=O)(=O)N2C[C@H]3C(=O)C[C@@H](c4ccc(Cl)cc4)N(S(=O)(=O)c4ccc(C)cc4)[C@H]3C[C@H]2c2cccc3ccccc23)cc1 |

Compound profiles, as listed above. Screens in order: Rpn11 block	Scp1 inh	SUMO1 PPI mod	Tb MetRS inh	MsrA inh	CSN inh	NadD inh	STEP block	LMPTP inh	DNMT1 inh
`COc1ccc(OC)c(S(=O)(=O)Nc2cccc(-c3ccc4nncn4n3)c2)c1` is entered as i	-4	-3	0.8	1.1	-1	2	2	-1.6	-3
`CC(=O)Nc1ccc(S(=O)(=O)N(C)CC(=O)NCCOc2ccccc2)cc1` is entered as i	-9	-1	-0.2	-0.8	0	6	0	-1.6	1
`O=C(CCCOc1ccc(Cl)cc1Cl)NCCc1ccccn1` is entered as i	-5	0	3.6	0.4	1	-2	0	1.0	2

Continued.
| Rpn11 block | Scp1 inh | SUMO1 PPI mod | Tb MetRS inh | MsrA inh | CSN inh | NadD inh | STEP block | LMPTP inh | DNMT1 inh | Compound |
| --- | --- | --- | --- | --- | --- | --- | --- | --- | --- | --- |
| i | -14 | -2 | 0.3 | -1.5 | 3 | -5 | 0 | -0.8 | -1 | CCOC(=O)c1ccc(NC(=O)NCc2c(C)nn(CC)c2C)cc1 |
| i | -15 | 3 | -0.2 | -0.8 | 1 | -2 | 5 | 8.1 | -2 | Cc1ccc(S(=O)(=O)N2CCC(=O)N(C(COCc3cccc(C(F)(F)F)c3)Cc3ccccc3)CC2)cc1 (stereo not drawn) |
| i | -12 | 0 | -0.9 | 0.3 | 3 | -7 | -2 | -3.2 | 23 | COc1cc(NC(=O)c2cccc(F)c2)ccc1NC(=O)c1cc2ccccc2o1 |
| i | 4 | -3 | -1.0 | 0.9 | 3 | 2 | 0 | -1.2 | -2 | COc1ccc2ccc(=O)oc2c1CC(=O)C(C)C |
| i | · | 1 | -0.8 | 0.3 | 4 | 1 | -1 | -1.3 | 2 | Cc1cc(C)c2c(=O)n3c(nc2c1)C(C)NC(=O)c1cccnc1-3 (stereo not drawn) |
| i | -10 | -2 | 1.1 | 0.6 | -2 | -5 | 2 | -0.9 | 6 | CCCc1cc(=O)oc2cc(C)cc(OCC(=O)NCC(O)c3ccccc3)c12 (stereo not drawn) |
| i | -4 | 5 | 1.3 | 0.5 | -2 | 6 | 1 | -1.3 | -1 | COc1cc(OC)c(NS(=O)(=O)c2coc(C(N)=O)c2)cc1Cl |
| i | 3 | 3 | -1.9 | 1.0 | 1 | 3 | -1 | -1.0 | 1 | CN(C)CC(C)(C)CNS(=O)(=O)CC12CCC(CC1=O)C2(C)C (stereo not drawn) |
| i | -4 | -4 | -0.3 | -1.1 | 2 | -2 | -1 | -1.1 | 5 | O=C(NCc1ccco1)c1ccccc1Br |
| i | -4 | 5 | -0.2 | -0.5 | -1 | -1 | 4 | -0.4 | 5 | Cc1c(Cl)cccc1NC(=O)COC(=O)Cc1ccsc1 |
| i | -12 | -2 | -0.5 | -0.1 | -3 | -2 | -3 | -0.7 | 1 | CCN(C(=O)COC(=O)CNC(=O)c1ccc(C)cc1)c1c(N)n(Cc2ccccc2)c(=O)[nH]c1=O |
| i | -7 | 1 | 0.7 | 0.6 | -16 | 1 | 1 | -1.4 | -1 | Cc1csc(SCC(=O)NC(=O)NC(C)(C)C)n1 |
| i | -6 | 2 | -0.1 | -0.2 | 3 | 0 | -1 | -2.0 | -1 | CC1(C)Cc2ccccc2C(=NCCCC(=O)O)N1 |
| i | 10 | -2 | -0.5 | 0.7 | 0 | 3 | 1 | 5.2 | -3 | CCOC(=O)C1CCCN(c2cc(C)nc3cc(-c4ccc(F)cc4)nn23)C1 (stereo not drawn) |
| i | -10 | -1 | 0.1 | 0.5 | 1 | 6 | -2 | -0.3 | 5 | CC1CCN(c2c(NCc3ccc(C(=O)NCc4cccnc4)cc3)c(=O)c2=O)CC1 |
| i | 2 | 0 | -0.7 | 1.3 | 2 | -4 | 0 | -1.1 | 1 | Cc1ccc(NC(=O)[C@H](C)NC(=O)C2CCN(C(=O)[C@@H](N)C(C)C)CC2)cc1 |
| i | 38 | 21 | -0.4 | 1.8 | 1 | -9 | 7 | 5.4 | 11 | CNC(C)C(=O)NC(C(=O)N1CCCC1C(=O)NNc1ccccc1)C(C)C (stereo not drawn) |
| i | -22 | 0 | -0.3 | 0.0 | -1 | 1 | 2 | 2.1 | -9 | CCc1ccc(NC(=O)C2CCCN(S(=O)(=O)c3ccc4c(c3)CC(C)N4C(C)=O)C2)cc1 (stereo not drawn) |
| i | · | 4 | -0.2 | -0.3 | -5 | -4 | -2 | -0.4 | 4 | CC1(C(=O)NS(=O)(=O)c2ccccc2Cl)CCN1C(=O)C1(c2ccccc2)CC1 (stereo not drawn) |
| · | · | 0 | -0.7 | -0.8 | -1 | · | · | -0.4 | · | Cc1cccc(C)c1NC(=O)C1(C)CN(S(C)(=O)=O)CC(=O)N1CC(F)(F)F (stereo not drawn) |
| i | -7 | 4 | -0.5 | -0.2 | 0 | 1 | 0 | -0.1 | -3 | COc1ccc(S(=O)(=O)N(CC(=O)Nc2ccccc2C(=O)N2CCOCC2)c2ccc(F)cc2)cc1 |
| i | -10 | -3 | 0.0 | 1.4 | -6 | -8 | -1 | 0.3 | 1 | O=C(CSc1nnc(COc2ccccc2)o1)c1ccccc1 |
| i | -21 | -1 | 0.0 | 0.7 | -3 | 10 | 0 | -1.5 | 2 | CS(=O)(=O)Nc1ccc(C(=O)NCCC2=CCCCC2)cc1 |
| i | 15 | -2 | -2.0 | 0.8 | -5 | 0 | 0 | -0.6 | 3 | Cc1ccc(NC(=O)COC(=O)/C=C/c2cccs2)c(C)c1 |
| i | 6 | 8 | -0.5 | -0.3 | -3 | 2 | 0 | 0.1 | -2 | Cc1cc(Br)ccc1NC(=O)CN(C)C(=O)C1CCN(c2ncnc3sc(C)c(C)c23)CC1 |
| i | -14 | -2 | 0.3 | 0.3 | -2 | 0 | 0 | 3.1 | 0 | COC(=O)c1cc2ccsc2n1Cc1cccc(F)c1 |
| i | 1 | -2 | -0.6 | 0.5 | 1 | -5 | -3 | -1.3 | -2 | COc1ccc(-c2sccc2C(C)C(=O)O)cc1 (stereo not drawn) |
| i | -5 | 1 | -2.1 | 0.6 | -2 | 7 | 1 | 0.4 | 16 | Cc1cccc(C(=O)NC(=S)NNC(=O)COc2c(C)cccc2C)c1 |
| i | 5 | 2 | -0.2 | -1.3 | 1 | -2 | 2 | 1.4 | 1 | O=S(=O)(Nc1ccccc1N1CCCCC1)c1ccc(F)cc1 |
| i | -2 | 7 | 0.2 | -0.2 | 3 | -4 | -1 | -0.5 | 3 | Cc1ccc2c(C)c(C(=O)Nc3cccnc3)oc2c1C |
| i | -15 | -1 | -0.7 | 2.7 | 10 | -3 | -2 | -0.4 | 0 | CC(C)C(=O)Nc1ncc(C(F)(F)F)cc1Cl |
| i | 1 | 0 | -0.3 | -0.4 | 4 | 2 | 1 | -0.1 | 2 | CCOC(=O)C1=C(c2ccccc2)NC(=O)NC1c1ccc(OCC#N)c(OC)c1 (stereo not drawn) |
| i | -6 | 5 | 0.4 | 1.2 | 0 | 2 | 0 | -0.7 | 3 | Nc1nnc(SCC(=O)NC2CCCC2)s1 |
| i | -2 | -10 | -0.3 | -0.8 | -4 | -3 | -2 | 0.9 | 6 | CCOc1c2ccc(C(=O)NCc3ccc(C(F)(F)F)cc3C(F)(F)F)cc2nn1C |
| i | -3 | 4 | -0.8 | 0.8 | 0 | -3 | -3 | -0.6 | 2 | Cc1ccccc1OCC(=O)NC1CCCCCCC1 |

Screening data deposited in PubChem BioAssay by several laboratories.
